ERK EGF block: qHTS Assay for Inhibitors of the ERK Signaling Pathway using a Homogeneous Screening Assay; Stimulation with EGF; HEK293-V1b, EGF-stimulated phospho-ERK AlphaScreen; Potency, µM (top dose mostly 11.5 µM), for inactives: at the highest dose activity change, negative = inhibition, most hits filed as inhibitors; actives 0.41% (n = 130,000); AID 1454, 2008; active means well fitted inhibition curve with a large enough effect;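 further: plate controls were stimulated vehicle wells for no effect and unstimulated vehicle basal for full effect; nearly all actives have a fitted effect of over 55% in size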
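Compounds are titrated over HEK293-V1b cells kept overnight in 1% FBS. After 30 min at 37C, EGF (25 nM final) triggers ERK phosphorylation for 5 min, measured by AlphaScreen in lysates.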
Active calls of the source: *; & = joins results of further samples; [ ] = remark or other dose. Potency means the concentration at half of the fitted maximal effect. A portion of the library (hit frequency here may not be typical).

| Structure | ERK EGF block |
| --- | --- |
| CCOc1ccc(S(=O)(=O)N(C)c2ccc(OCC(=O)NCc3ccc(C(=O)OC)cc3)cc2)cc1 | 4%[57.5 µM] |
| O=S1(=O)CCN(Cc2ccc(F)cc2)CC1 | -12% |
| O=C(c1ccccc1)c1c[nH]c2cc3c(cc2c1=O)OCO3 | 4% |
| CC(=O)c1nc(N2C(=O)CC(Cc3ccc(C)cc3)C2=O)sc1C (configuration not stated) | -5% |
| CCS(=O)(=O)N1CCC(C(=O)O)CC1 | 0% |
| CSc1cccc(NC(=O)CCCOc2ccc(Cl)cc2Cl)c1 | 9% |
| COc1ccc(S(=O)(=O)N2CC(O)CC2C(=O)Nc2cccnc2)cc1 (configuration not stated) | 18%[57.5 µM] |
| O=C(COC(=O)c1ccccc1Br)NCCC1=CCCCC1 | 7% |
| COC(=O)Cc1c(O)ccn(CCc2c[nH]c3ccccc23)c1=O | -6% |
| COc1ccc(C(=O)N/C(=C/c2cccs2)c2nc3ccccc3[nH]2)cc1OC | 2% |
| O=C1CN(C(=O)c2cc3ccccc3oc2=O)C(c2ccccc2)c2cc(F)ccc2N1 (configuration not stated) | -3% |
| CCOC(=O)Cn1cc(/C=C(/C#N)C(=O)NC(C)C)c2ccccc21 | -6% |
| CCOC(=O)C(NCCOC)(NC(C)=O)C(F)(F)F (configuration not stated) | -12%[57.5 µM] |
| COc1ccccc1CC(NC(C)=O)C(=O)NC1CCN(C(=O)Nc2ccccc2Cl)CC1 (configuration not stated) | -1% |
| C/C(=N\NS(=O)(=O)c1cccc([N+](=O)[O-])c1)c1cccnc1 | 2% |
| CCOC(=O)c1csc(COc2ccc(OC)cc2)n1 | -7%[57.5 µM] |
| COc1ccc(CCCc2nc3ccccc3[nH]2)cc1 | 2%[57.5 µM] |
| O=C1CCCC2=C1C(c1ccccc1)NC(=S)N2 (configuration not stated) | -5% |
| COC(=O)C1=C(C)N(C)C(=O)NC1c1ccsc1 (configuration not stated) | -1% |
| CNC(=S)N/N=C(\C)c1ccccc1 | -3%[57.5 µM] |
| COc1cc(C(C[N+](=O)[O-])c2c(N)n(C)c(=O)n(C)c2=O)ccc1O (configuration not stated) | 7% |
| CCCCN1CCC(n2c(=O)[nH]c3ccccc32)CC1 | 10% |
| O=c1cc(CN2CCCc3ccccc32)nc2sccn12 | -13% |
| NS(=O)(=O)c1ccc(NC(=O)COC(=O)COc2cccc(C(F)(F)F)c2)cc1 | -4%[57.5 µM] |
| O=C(Nc1nc2ccccc2s1)Nc1ccc([N+](=O)[O-])cc1Cl | 3%[57.5 µM] |
| CCOc1cc(/C=C(\C#N)C(=O)NCC2CCCO2)ccc1OCC(N)=O (configuration not stated) | -3% |
| C[C@@H](O)C#C[Si](C)(C)c1ccccc1 | -1% |
| Cc1nc(C(=O)N(C)C)nn1-c1ccc([N+](=O)[O-])cc1 | 4% |
| N#CCCn1c(O)c(N=NC(=O)CNC(=O)c2cccs2)c2ccccc21 | 14%[57.5 µM] |
| Fc1ccc(/C=N/NC(=S)Nc2cccnc2)cc1F | 5% |

Ordered by molecular weight (descending): part of the list above
| Structure | ERK EGF block |
| --- | --- |
| N#CCCn1c(O)c(N=NC(=O)CNC(=O)c2cccs2)c2ccccc21 | 14%[57.5 µM] |
| CCCCN1CCC(n2c(=O)[nH]c3ccccc32)CC1 | 10% |
| COc1ccc(CCCc2nc3ccccc3[nH]2)cc1 | 2%[57.5 µM] |

Going on with the list.
| Structure | ERK EGF block |
| --- | --- |
| Clc1ccc(N/N=C/c2ccncc2)cc1Cl | 11% |
| Clc1ccc(Cn2cccn2)cn1 | -12% |
| CC(=O)Nc1cc(Br)ccc1O | -11% |
| CC1Nc2ccccc2C(=O)N1NS(=O)(=O)c1ccccc1 (configuration not stated) | -1% |
| C=C1CC[C@@H]2O[C@@]2(C)CC[C@H]2[C@H]1CC2(C)C | -8% |
| CCOC(=O)c1ccc(N2NC(=O)/C(=C/c3ccc(OC(=O)c4ccco4)c(OC)c3)C2=O)cc1 | -10% |
| Cc1ccc(N(CC(=O)Nc2ccc3c(c2)OCCO3)S(C)(=O)=O)cc1 | 26% |
| CC1=CC(=C(C#N)C#N)C=C(C)N1CCN1CCNCC1 | 0% |
| CC(O)CNc1ccc([N+](=O)[O-])cc1S(=O)(=O)N1CCOCC1 (configuration not stated) | -3% |
| On1c2c(c3c4nonc4ccc31)CCCC2 | 8% |
| NC(=S)N=Nc1c(O)[nH]c2ccccc12 | 7% |
| O=C1c2ccccc2NC(c2ccccc2Cl)N1N=C1CCCCCC1 (configuration not stated) | 2% |
| CN(C(=O)c1cc(-n2cnnc2)ccc1Cl)c1ccccc1 | 6% |
| CC(=O)c1ccc(O)c(CSc2nncn2C)c1 | 6% |
| CC(C)(C)C(O)CN1CCCC1 (configuration not stated) | 1% |
| COc1ccc(NC(=O)COC(=O)c2ccc(S(=O)(=O)N(C)c3ccccc3OC)cc2)c(OC)c1 | 16% |
| O=C(Nc1ccc(F)cc1)C(c1ccccc1)N1CCN(S(=O)(=O)c2ccc3ccccc3c2)CC1 (configuration not stated) | 8% |
| O=C(CCN1C(=O)C2C3CCC(C3)C2C1=O)OCC(=O)c1cccc([N+](=O)[O-])c1 (configuration not stated) | 3% |
| Cc1ccc(C)c(NS(=O)(=O)c2ccc(NC(=O)CSc3ccc(Cl)cc3)cc2)c1 | 6% |
| CC(=O)Nc1ccc(SC[C@H](Cc2ccccc2)N2CCN(CC(C)C)CCC2=O)cc1 | -6%[57.5 µM] |
| O=C(CNCc1ccccc1Cl)Nc1ccc2c(c1)OCCO2 | 2%[57.5 µM] |
| Cc1cccn2cc(CNC(=O)C3CCCCC3)nc12 | -2% |
| O=C(Nc1nnc(COc2ccc(Cl)cc2)s1)c1ccco1 | -7% |
| Cc1sc(NC(=O)CN(CCc2ccccc2)C(=O)C2CC2)c(C(N)=O)c1C | -16% |
| Cc1ccc(/C=C2\SC(=S)N(CCC(=O)NNS(=O)(=O)c3ccc(C)cc3)C2=O)cc1 | 15% |
| CCn1c2ccccc2c2cc(NC(=O)COC(=O)c3cc(S(N)(=O)=O)c(Cl)cc3Cl)ccc21 | -2% |
| O=C(c1ccco1)N1CCN(Cc2nc3cc(Cl)ccc3c(=O)[nH]2)CC1 | -2% |
| CN=C(NC#N)NCCSCc1nc[nH]c1C | 13%&7%&-1% |
| Cc1ccc(CNC(=O)c2ccc3c(=O)n4c(-c5ccc(C)cc5)csc4nc3c2)cc1 | -14%[57.5 µM] |
| O=C(O)c1ccccc1N/N=C/C1=C(N2CCOCC2)C(=C\c2ccccc2)/CC1 | -7%[57.5 µM] |
| COc1ccc(CN(C)C(=S)Nc2ccc(Cl)cc2Cl)cc1 | -4% |
| CO[C@@H]1c2cc(F)ccc2/C(=C\CCOC(=O)C/C=C/c2ccccc2)[C@H]1C | -17% |
| CCOC(=O)N1CCC(N2CCN(Cc3ccccc3)C(CCO)C2)CC1 (configuration not stated) | 0% |
| O=[N+]([O-])c1cccc(-c2ccc(C(=S)N3CCN(c4ccccc4)CC3)o2)c1 | 25µM* |
| O=C(CCC1CCCN(C(=O)CCN2CCCCC2=O)C1)NCc1ccccc1F (configuration not stated) | -7% |
| O=C(c1c[nH]c(C(=O)C(Cl)(Cl)Cl)c1)c1ccc(F)cc1Cl | -7% |
| CCOC(=O)c1c(NC(=O)CN2C(=O)NC(C)(c3ccccc3)C2=O)sc(C)c1C (configuration not stated) | 4% |
| Cc1ccc(/C=C2\SC(=S)N(CCC(=O)NNC(=O)c3cccnc3)C2=O)cc1 | 0% |
| CCN1CN(Cc2ccccc2)CNC1=S | 3% |
| Cc1cc(NC(=O)CSc2cc(Cl)ccc2Cl)n(-c2ccccc2)n1 | 4% |
| Cc1ccc(C(=O)Oc2ccc(/C=N/NC(N)=O)cc2)cc1 | 1% |
| CCNC(=O)OCc1cn(-c2ccccc2)nn1 | 1% |
| Cc1cc(C)c(C)c(S(=O)(=O)NC2CCN(Cc3ccccc3)CC2)c1C | 3% |
| CCCNC(=O)c1ccccc1NC(=O)c1ccccc1N(C)S(C)(=O)=O | 23% |
| Cc1ccc(S(=O)(=O)CC(=O)c2ccc([N+](=O)[O-])cc2)cc1 | 13%[57.5 µM] |
| Cc1cccc(N2CCN(C(=O)c3cccc(S(=O)(=O)N4CCc5ccccc5C4)c3)CC2C)c1 (configuration not stated) | -1% |
| Cc1nnsc1C(=O)N(Cc1ccccc1)C(C)C | 1%[57.5 µM] |
| COc1cc(OC)cc(C(=O)NCc2ccc3[nH]c(C)cc3c2)c1 | 3% |
| C=CC[C@](C)(Nc1ccc(OC)cc1)C(=O)OCC | 5% |
| CN(C)S(=O)(=O)c1ccc(N2CCCC2)c(C(=O)Nc2nc3ccc(F)cc3s2)c1 | -1% |
| COc1ccc(NC(=O)CN(C)C2CCCCC2)c([N+](=O)[O-])c1 | -11% |
| CN(Cc1cnn(C)c1)Cc1nc(COc2ccccc2)no1 | 10% |
| CCCCNC(=O)N(CC)c1c(N)n(Cc2ccccc2)c(=O)[nH]c1=O | -5% |
| COc1ccc(/C=C2/N=C3CCCCCN3C2=O)cc1OC | -3% |
| O=C(N/C(=C\c1ccccc1)C(=O)N1CCCCCC1)c1ccccc1 | -3% |
| CCNC(=S)N/N=C/c1cc(C)ccc1C | -2% |
| COc1cc(/C=N/N=C2/NC(=O)C(Cc3ccc(F)cc3)S2)ccc1O (configuration not stated) | 0% |
| O=C(Nc1ccc(C(=O)O)cc1)/C(=C\c1ccc2c(c1)OCO2)NC(=O)c1ccc(Br)cc1 | 0% |
| CC(C)CCc1noc(CN2CCC(C(=O)N3CCOCC3)CC2)n1 | 4%[57.5 µM] |
| O=C(O)/C=C/C(=O)Nc1cc(F)ccc1F | 4%[57.5 µM] |

The closing four compounds of the section above lead into the next:
| Structure | ERK EGF block |
| --- | --- |
| COc1cc(/C=N/N=C2/NC(=O)C(Cc3ccc(F)cc3)S2)ccc1O (configuration not stated) | 0% |
| O=C(Nc1ccc(C(=O)O)cc1)/C(=C\c1ccc2c(c1)OCO2)NC(=O)c1ccc(Br)cc1 | 0% |
| CC(C)CCc1noc(CN2CCC(C(=O)N3CCOCC3)CC2)n1 | 4%[57.5 µM] |
| O=C(O)/C=C/C(=O)Nc1cc(F)ccc1F | 4%[57.5 µM] |
| Cc1ccc(CC(=O)NCc2cccnc2)cc1 | -4% |
| O=C(NCCc1c[nH]c2ccccc12)c1ccc([N+](=O)[O-])cc1 | 1% |
| Cn1c(=O)c2cc3c(nc2n(C)c1=O)CC(c1ccccc1)CC3=O (configuration not stated) | 12%[57.5 µM] |
| Cc1cc(NC(=O)CSc2nc3c(c(=O)n2Cc2ccccc2)SC(C)C3)no1 (configuration not stated) | -1%[57.5 µM] |
| CC(NC(=O)/C(C#N)=C1\N=C(NC(=O)c2cccs2)c2ccccc21)c1ccccc1 (configuration not stated) | -3% |
| O=C(O)c1ccc(/C=N/NC(=O)c2ccc(F)cc2)cc1 | -2%[57.5 µM] |
| COc1cccc(C(=O)c2c(C)c(CCC#N)n3ccccc23)c1 | -7% |
| CCCCN(CC)C(=O)c1ccc(-c2ccccc2)cc1 | -1% |
| CCOC(=O)c1cc(-c2ccccc2)n(CC(=O)NC(C)(C)C)c1C | -2% |
| Fc1ccc(OCCn2cnc(Cl)c2Cl)cc1 | 5%[57.5 µM] |
| C=CCSc1nnc2c(n1)OC(C)=Nc1ccc(Br)cc1-2 | -10% |
| Cc1ccc(-c2nn(C)c(=O)c3ccccc23)cc1CNC(=O)NC1CCCCC1 | -5%[57.5 µM] |
| CCOc1ccc(NC(=S)NC(=O)/C=C/c2ccc(Br)cc2)c([N+](=O)[O-])c1 | -15%[57.5 µM] |
| Cc1ccc2sc(N(CCCN(C)C)C(=O)CN3C(=O)c4ccccc4C3=O)nc2c1C | 5% |
| COc1ccc(/C(C)=N/NC(=O)CNC(=O)c2cccs2)cc1 | -3% |

Printed as active in ERK EGF block, of those listed so far:
| Structure | ERK EGF block |
| --- | --- |
| O=[N+]([O-])c1cccc(-c2ccc(C(=S)N3CCN(c4ccccc4)CC3)o2)c1 | 25µM* |

(further entries)
| Structure | ERK EGF block |
| --- | --- |
| Cc1ccc(SC(C)C(=O)NCc2ccncc2)cc1 (configuration not stated) | 0% |
| Fc1ccc(N2CCN(c3nc(CN4CCOCC4)nc4scc(-c5ccccc5)c34)CC2)cc1 | -9% |
| Cc1cc(C(=O)COC(=O)c2cccnc2Cl)c(C)n1-c1c(C)n(C)n(-c2ccccc2)c1=O | 0% |
| CC(C(=O)N1CCOCC1)n1cc([N+](=O)[O-])cn1 (configuration not stated) | 13% |
| CCOC(=O)c1cnn(Cc2ccc(C)cc2)c1N | -1% |
| Cn1c(N)c(C(=O)CSc2nnnn2-c2ccccc2)c(=O)n(C)c1=O | 9%[57.5 µM] |
| COc1ccc(Cl)cc1N1CC(c2nc3ccccc3[nH]2)CC1=O (configuration not stated) | 10% |
| CO/N=C1\CN(c2nc3c(cc2F)c(=O)c(C(=O)O)cn3C2CC2)CC1CN (configuration not stated) | -1% |
| Cc1ccccc1NC(=S)NC1(C)CCS(=O)(=O)C1 (configuration not stated) | -3% |
| Cc1cc(NC(=O)CN2C(=O)NC(C)(CCc3ccccc3)C2=O)no1 (configuration not stated) | 14% |
| Cc1cc(SCC(=O)OCC(=O)c2c(N)n(C)c(=O)n(C)c2=O)c(C)cc1Br | -2% |
| CC(=O)c1ccc(NS(=O)(=O)c2ccc(N/C=C/C(=O)c3ccc(F)cc3)cc2)cc1 | -8%[57.5 µM] |
| O=C(O)c1ccc(/C=N/NC(=O)c2cc(-c3ccc4c5c(cccc35)CC4)n[nH]2)cc1 | 1% |
| CC1CCc2cc(F)ccc2N1C(=O)CSc1nnc2c(n1)[nH]c1ccccc12 (configuration not stated) | 0% |
| CCOc1ccc(/C=N/NC(=O)c2[nH]ncc2Br)c(O)c1 | -3% |
| CC(=O)NC(CCCCNC(=S)NC1CCCCC1)C(=O)O (configuration not stated) | 10% |

Screening data deposited in PubChem BioAssay by National Center for Advancing Translational Sciences (NCATS).
